Source: PubChem (several laboratories)
UBC9 SUMO inh: inhibitors of human SUMOylation (UBC9). inhibition, % at 35 µM. P63279. HTRF SUMOylation assay, SAE1/SAE2 + UBC9, in vitro. 290,000 tested, 0.36% active; in the data active means inhibition above about 50%, passing the limit was not always enough; further: strong numbers were not always called active
MEKK2 WT-MEK5: raises or lowers MEK5 binding to wildtype human MEKK2 PB1 domain. bead flow cytometry, Alexa488-MEK5 binding to MEKK2 WT; actives lie on both sides. binding response (% of control), % at 10 µM. 290,000 tested, 1.1% active. AID 1531; in the data active means binding response below about 67% or above about 130%
p-CIP stab down: compounds decreasing mouse p/CIP protein stability; F442A p/CIP-EGFP cells, EGFP fluorescence, 16 h; decrease of EGFP signal, % at 10 µM; AID 1984; Q05BA5; 290,000 tested, 0.01% active;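 active means EGFP signal decrease of at least 30% at 10 µM or well 3 SD below plate mean, unless failing retest; inactive means the rest, including hits failing retest or dose response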; further: some compounds called inactive have numbers as strong as hits; many of its hits are not listed in these tables
Target sequence (Q05BA5 1-1403): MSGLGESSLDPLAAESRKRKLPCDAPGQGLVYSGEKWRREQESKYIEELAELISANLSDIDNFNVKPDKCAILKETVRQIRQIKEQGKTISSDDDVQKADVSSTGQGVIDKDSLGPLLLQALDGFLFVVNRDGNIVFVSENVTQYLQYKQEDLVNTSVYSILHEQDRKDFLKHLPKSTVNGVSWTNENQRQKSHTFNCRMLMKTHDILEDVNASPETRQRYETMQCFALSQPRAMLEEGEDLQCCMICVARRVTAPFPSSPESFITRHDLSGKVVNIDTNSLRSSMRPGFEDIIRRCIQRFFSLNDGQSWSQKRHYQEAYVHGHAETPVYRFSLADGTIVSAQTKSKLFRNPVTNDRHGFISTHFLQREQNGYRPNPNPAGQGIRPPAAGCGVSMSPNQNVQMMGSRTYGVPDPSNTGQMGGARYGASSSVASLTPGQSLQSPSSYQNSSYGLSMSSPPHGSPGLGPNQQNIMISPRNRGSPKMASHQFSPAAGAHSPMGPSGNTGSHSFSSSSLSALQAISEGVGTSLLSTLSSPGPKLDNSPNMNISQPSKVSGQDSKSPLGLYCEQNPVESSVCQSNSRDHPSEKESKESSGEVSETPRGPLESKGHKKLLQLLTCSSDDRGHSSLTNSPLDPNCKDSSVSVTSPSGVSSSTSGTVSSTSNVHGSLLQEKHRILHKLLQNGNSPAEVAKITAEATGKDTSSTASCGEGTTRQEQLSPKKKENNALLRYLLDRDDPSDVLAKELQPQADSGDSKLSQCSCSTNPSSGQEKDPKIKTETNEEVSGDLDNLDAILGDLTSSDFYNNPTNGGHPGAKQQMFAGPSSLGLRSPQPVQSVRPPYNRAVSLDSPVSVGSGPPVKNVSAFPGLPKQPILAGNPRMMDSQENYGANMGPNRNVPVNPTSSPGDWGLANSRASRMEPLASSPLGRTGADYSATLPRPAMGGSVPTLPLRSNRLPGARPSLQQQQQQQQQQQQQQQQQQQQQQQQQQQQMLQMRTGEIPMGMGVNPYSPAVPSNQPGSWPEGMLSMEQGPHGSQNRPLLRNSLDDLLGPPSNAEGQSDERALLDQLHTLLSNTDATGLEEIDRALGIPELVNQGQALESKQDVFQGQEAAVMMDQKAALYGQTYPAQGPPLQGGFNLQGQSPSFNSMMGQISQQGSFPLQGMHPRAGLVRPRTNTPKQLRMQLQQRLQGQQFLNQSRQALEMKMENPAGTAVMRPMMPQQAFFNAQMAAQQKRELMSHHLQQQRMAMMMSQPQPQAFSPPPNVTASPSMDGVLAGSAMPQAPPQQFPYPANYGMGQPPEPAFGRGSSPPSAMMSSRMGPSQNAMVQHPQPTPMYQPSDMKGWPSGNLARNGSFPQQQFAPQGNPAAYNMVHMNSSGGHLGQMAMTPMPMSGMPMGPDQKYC
IDE act: IDE (human) activation, cell-based | P14735 | HEK cells, FAbeta-B cleavage, fluorescence polarization; 0% vehicle, 100% cell-free pure enzyme wells | activation, % at 5.96 µM | 340,000 tested, 0.073% active | AID 493087;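 active means activation above the mean of all tested compounds plus 3 SD, set per screening campaign, cut at about 17% in these data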
PfM18AAP inh: blocks P. falciparum M18 aspartyl aminopeptidase; 290,000 tested, 1.2% active; recombinant PfM18AAP, H-Glu-NHMec fluorogenic cleavage; inhibition, % at 7.35 µM; AID 1822;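 active means inhibition above the campaign mean inhibition over all tested compounds plus 3 SD, cut at about 28% in these data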;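 further: 0% = plate median of test compound wells and 100% = 2 mM ZnCl2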
MEKK2 mut-MEK5: signal of MEK5 binding to mutant human MEKK2 PB1 domain. bead flow cytometry, Alexa488-MEK5 binding to MEKK2 mutant. percent response, % at 10 µM. 290,000 tested, 0.35% active; in the data active means percent response above about 24%, passing the limit was not always enough; further: inactives centre near 1; some results filed as inactive read as strong as hits; reference of the scale not given here
MEKK3 PB1 HTS: raises or lowers MEK5 binding to the human MEKK3 PB1 domain | Q99759 | bead-based flow cytometry, Alexa488-MEK5 binding to MEKK3; actives lie on both sides; 0 = blocked by unlabeled MEK5, 100 = vehicle | binding response (% of control), % at 10 µM | 290,000 tested, 1.4% active | AID 1529;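 active means binding response more than 3 SD above or below the average of its plate-row segment, actives on both sides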;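 further: Alexa488 bead fluorescence after subtracting the streptavidin-only scavenger bead signal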
IDE cell inh: inhibits human insulin-degrading enzyme in HEK cells. P14735. FAbetaB cleavage, fluorescence polarization. inhibition, % at 5.59 µM. 320,000 tested, 0.41% active;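 active means percent inhibition above the average of all tested compounds plus 3 SD, set per screening campaign, cut at about 16% in these data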;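 further: IDE supplied by intact live HEK cells; FP after avidin binding of uncleaved biotin substrate so inhibition keeps polarization high; 0% = DMSO wells and 100% = 60 µM reference IDE inhibitor Ii1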
NALP1 inh: NALP1 inhibition. 280,000 tested, 0.61% active. inhibition, % at 10 µM. S. cerevisiae NALP1/ASC/caspase-1 growth, X-gal OD620, 72 h; in the data active means inhibition mostly above about 24%, no sharp cut-off; inactive means mostly below about 32%; further: some compounds called inactive have numbers as strong as hits
The depositor's hits bear a star; nt = no result given; [ ] = remark or other dose. Not all compounds are listed (hit frequency here may not be typical).

compound,UBC9 SUMO inh,MEKK2 WT-MEK5,p-CIP stab down,IDE act,PfM18AAP inh,MEKK2 mut-MEK5,MEKK3 PB1 HTS,IDE cell inh,NALP1 inh
COc1ccc(CC(NC(C)=O)C(=O)NC2CCN(c3c(Cc4ccccc4)c(C)nc4ncnn34)CC2)c(OC)c1 (stereo not given),28,62,-17,0,-12,-16,63,2,3
CCOc1ccc(NC(=O)c2ccc(NC(=O)CSc3nc4ccccc4c(=O)[nH]3)cc2)cc1,-9,97,6,0,2,0,101,2,3
Cc1ccc(CNC(=O)c2nc3nc(C)cc(C)n3n2)cc1,18,107,-9,0,-2,8,102,-2,-12
Cc1ccc(C(=O)CSc2ncnc3ccccc23)o1,22,99,-11,-3,10,-2,99,-4,19
O=c1c2c(nc3cc(-c4ccc(F)cc4)[nH]n13)CCC2,4,92,-21,5,0,-4,92,0,6
CC(C)CN(C(=O)CN1CCN(S(=O)(=O)c2ccccc2)CC1)c1c(N)n(CC(C)C)c(=O)[nH]c1=O,-6,104,1,-2,3,2,108,3,29
Cc1cc(C(=O)OCC(=O)Nc2ccccc2)c(C)o1,6,98,-3,1,-16,-4,99,2,-24
Nc1cc(N)nc(SCc2cccnc2)n1,13,115,-4,0,1,10,120,3,5
CSc1ccc(CCNC(=O)CS(=O)(=O)Cc2nc(-c3ccccc3F)oc2C)cc1,17,108,-11,3,0,1,100,6,9
Cc1cccc2nc(-c3ccccc3)nc(N3CCC(O)(c4ccc(Cl)cc4)CC3)c12,-7,107,3,4,-9,4,105,4,37
CCOc1cc(S(=O)(=O)NCc2ccccn2)ccc1Cl,3,105,1,4,5,2,92,0,-8
CCN(Cc1ccccc1)C(=O)CCS(=O)(=O)c1ccc2c(c1)NC(=O)CO2,0,100,-5,-3,-1,0,104,2,17
O=C(O)CCCCN1C(=O)/C(=C\c2ccc(OCc3ccccc3)c(OCc3ccccc3)c2)SC1=S,10,82,-2,7,2,-4,99,0,4
Cc1c(N=Cc2nc3ccccc3n2C)c(=O)n(-c2ccccc2)n1C,20,98,7,2,2,1,100,0,10
Cc1cc(C)n(S(=O)(=O)c2ccc(C)c(C)c2)n1,8,103,0,3,4,5,98,nt,2
COc1cccc(-c2nc(CS(=O)(=O)CC(=O)NCCCOC(C)C)c(C)o2)c1,-16,96,6,-3,-1,-2,95,1,3
c1ccc(-c2nc(NCc3ccco3)c3oc4ccccc4c3n2)cc1,-14,109,5,6,4,5,106,3,6
O=C(CN1CCN(C(=O)c2ccco2)CC1)NCc1ccc(Cl)cc1,11,107,13,4,-4,4,101,10,4
Oc1ccc(/C=N/NC(=S)N/N=C/c2ccc(O)cc2)cc1,-26,100,16,2,34*,-2,106,-6,17
CC(C)OC(=O)c1cc(Cl)c(=O)n(Cc2ccc(Cl)cc2Cl)c1,-11,93,-4,1,4,-3,96,-2,12
C=CCNCC(=O)N1N=C(c2ccc3ccccc3c2)CC1c1ccc(OC)cc1 (stereo not given),9,137,-10,2,8,16,109,-1,29
NC(=O)N/N=C/C=C/c1ccccc1,3,100,2,0,6,-5,100,-1,2
O=C(NCCCN1CCOCC1)c1nn2c(C(F)(F)F)cc(-c3ccco3)nc2c1Cl,12,101,-5,-2,4,1,103,2,8
C(=N\Nc1ncnc2sc3c(c12)CCC3)/c1ccncc1,30,107,-1,0,48*,1,107,0,-2
CS(=O)(=O)c1ccc(CNC(=O)[C@]2(C(F)(F)F)C[C@H](CCc3ccccc3)CCCO2)cc1,nt,86,nt,-3,nt,-6,81*[inhibitor],-1,nt

Another view of part of the listing above:
UBC9 SUMO inh | MEKK2 WT-MEK5 | p-CIP stab down | IDE act | PfM18AAP inh | MEKK2 mut-MEK5 | MEKK3 PB1 HTS | IDE cell inh | NALP1 inh | Structure
-11 | 93 | -4 | 1 | 4 | -3 | 96 | -2 | 12 | CC(C)OC(=O)c1cc(Cl)c(=O)n(Cc2ccc(Cl)cc2Cl)c1
-26 | 100 | 16 | 2 | 34* | -2 | 106 | -6 | 17 | Oc1ccc(/C=N/NC(=S)N/N=C/c2ccc(O)cc2)cc1
9 | 137 | -10 | 2 | 8 | 16 | 109 | -1 | 29 | C=CCNCC(=O)N1N=C(c2ccc3ccccc3c2)CC1c1ccc(OC)cc1 (stereo not given)
6 | 98 | -3 | 1 | -16 | -4 | 99 | 2 | -24 | Cc1cc(C(=O)OCC(=O)Nc2ccccc2)c(C)o1
18 | 107 | -9 | 0 | -2 | 8 | 102 | -2 | -12 | Cc1ccc(CNC(=O)c2nc3nc(C)cc(C)n3n2)cc1

(more compounds)
compound,UBC9 SUMO inh,MEKK2 WT-MEK5,p-CIP stab down,IDE act,PfM18AAP inh,MEKK2 mut-MEK5,MEKK3 PB1 HTS,IDE cell inh,NALP1 inh
COc1ccc(C(=O)NC2CCCc3ccccc32)c(OC)c1OC (stereo not given),1,100,-4,1,0,-1,99,-4,13
COc1ccccc1NC(=O)N1CCCC1C(=O)NCc1cccs1 (stereo not given),3,95,-20,5,4,1,102,-4,7
CN1CCC(OC(=O)c2cccc(Br)c2)CC1,4,105,0,2,-5,5,102,-2,5
Cc1nn(C)c(C)c1CNC(=O)Nc1ccc(Cl)cc1,3,88,17,1,-3,-12,95,0,18
c1ccc(Cn2cc(CSc3ccccc3)nn2)cc1,-6,89,5,2,nt,1,92,3,nt
O=C(/C=C/c1ccco1)Nc1ccccc1N1CCCCC1,16,100,0,-3,-1,-3,103,-2,24
CN(Cc1cccc2ncccc12)C(=O)CC1C(=O)NCCN1Cc1ccc(F)cc1 (stereo not given),15,93,-5,0,2,-11,101,-2,-11
CCN(CC)CCCNC(=O)c1cc(-c2ccc(O)cc2)on1,7,117,-5,6,0,9,112,-4,-4
Cc1cccc2cc(C#N)c(N3CCC(O)CC3)nc12,22,98,2,3,2,-2,98,2,5
Cc1ccc(C(C(=O)NC2CCCCC2)N(Cc2ccccc2)C(=O)Cc2c[nH]c3ccccc23)o1 (stereo not given),-27,97,10,8,-8,3,124,0,-38
COc1ccc(/C=C/C(=O)Nc2ccc(C34CC5CC(CC(O)(C5)C3)C4)cc2)cc1OC,-11,102,6,3,4,0,97,-2,35
Cc1cccc(NC(=O)C2CC(O)CN2C(=O)Oc2ccccc2)c1 (stereo not given),26,100,1,-4,-10,-1,103,4,11
COC(=O)c1cc(N2CCN(C)CC2)nc2ccccc12,26,86,-8,4,2,-11,84,-2,-4
COc1ccc(C(=O)NCCNc2ncc(C(F)(F)F)cc2Cl)cc1[N+](=O)[O-],-8,109,-6,2,6,12,103,1,2
CCOC(=O)c1cnc2ccc(C(=O)OC)cc2c1NCCc1ccc(OC)c(OC)c1,-7,100,0,-1,-2,-2,97,10,10
C=CCn1c(C)cc(C(=O)COc2ccc(S(=O)(=O)N3CCCC3)cc2[N+](=O)[O-])c1C,23,100,-12,3,-3,1,101,1,12
CCOc1ccc(-n2c(=O)c3sccc3n(CC(=O)NCC3CCCO3)c2=O)cc1 (stereo not given),3,95,-12,0,0,-2,100,4,5
Cc1ccc(S(=O)(=O)Nc2ccccc2CNc2ccccn2)cc1,-8,110,-9,1,10,3,110,6,12
CC(C)(C)NC(=O)C1CCC(C)(C(=O)O)C1(C)C (stereo not given),2,104,-4,6,10,3,107,-3,-25
CCN(CC)CC(=O)Nc1ccc(Oc2ccc(NC(=O)CN(CC)CC)cc2)cc1,-4,106,-4,nt,-2,10,100,3,19
CCCC(NC(=O)c1ccccc1)c1nc2ccccc2n1Cc1ccc(C(=O)OC)o1 (stereo not given),16,96,-1,5,0,-1,93,2,27
CCC(Oc1ccccc1)C(=O)Nc1nnc(C)s1 (stereo not given),2,91,-10,-1,-4,-2,91,-3,-1
O=C1NCCN(Cc2cccc(Oc3ccccc3)c2)C1CC(=O)N1CCCCO1 (stereo not given),2,97,3,0,-6,-5,101,2,7
O=C(CC(=O)Nc1ccc(Cl)cc1)N/N=C\c1cccc(F)c1,-10,97,9,0,2,-1,105,2,-6
CCOC(=O)c1ccccc1NC(=O)c1cc(S(=O)(=O)N2CCOCC2)ccc1F,2,100,-4,4,0,4,100,6,4
CCN(CC)C(=O)CSc1ncnc2sc(-c3ccccc3)cc12,6,94,10,-3,2,-8,97,10,12
CCCCCc1c(C)nc(NCc2ccccc2)[nH]c1=O,9,99,11,-1,5,7,102,-3,-2
COc1ccc(CCn2c(=O)[nH]c3cc(C(=O)N4CCN(c5ccccc5)CC4)ccc3c2=O)cc1OC,18,94,-10,-9,1,-2,97,-1,2
COc1ccc(Br)cc1/C=c1\sc2nc(-c3ccco3)nn2c1=O,52*,97,-8,2,nt,-10,95,-2,0
O=C(CSc1nnc(-c2cccnc2)n1CCc1ccccc1)NCc1ccccc1,-16,95,3,-3,-2,7,92,0,-3
COc1ccc2c(=O)c(-c3ccc(OC)c(OC)c3)coc2c1,-3,71,-10,7,-1,-19,67,0,16
COc1ccccc1NC(=O)c1sc2ncn(Cc3ccc(C)cc3)c(=O)c2c1C,19,93,-4,-1,-2,0,94,-1,32
Cc1cc(C)c(NC(=O)c2cnn(C)c2)c(C)c1,-17,96,2,0,-7,0,97,5,24
CCOc1ccc(-n2c(SCC)nc3c(c2=O)SCC3)cc1,9,114,-5,3,1,3,107,-3,16
CN(C)c1ccc(C(=O)c2ccccc2C(=O)O)cc1[N+](=O)[O-],18,96,-8,3,3,-5,106,2,-15
COc1ccc(/C=C/C(=O)Nc2sc(Cc3ccccc3)c(C)c2C(N)=O)cc1,30,104,0,-2,0,1,101,3,28
COc1ccc(N2CCN(C(=O)NC(=O)c3ccccc3)CC2)cc1,6,107,-11,5,-1,8,104,5,-2
Cc1nc2ccc(NC(=O)c3ccc([N+](=O)[O-])cc3)cc2[nH]1,10,103,1,7,0,1,98,2,8
Cc1ccc(/C=N\NC(=O)c2csnn2)cc1,4,109,-1,2,11,16,107,1,14
O=C(CCS(=O)(=O)c1ccccc1)Nc1nnc(C(F)(F)F)s1,-3,97,5,-2,-5,4,99,6,5
O=C(COC(=O)c1ccc2c(c1)OCO2)Nc1ncc(Cl)cc1Cl,12,106,3,-4,-6,-1,101,0,30
Cc1[nH]c(=S)[nH]c(=O)c1CCC1OCCO1,9,101,8,1,10,4,101,-1,-12
CCSc1nc(C)cc(C)c1S(=O)(=O)c1ccccc1C,-18,100,5,-1,-4,1,99,2,24
COc1ccc(-c2nnc(-c3ccc(N)cc3)o2)cc1,24,98,8,2,2,-9,98,-1,1
Cc1ccc(NC(=S)N2CCN(S(C)(=O)=O)CC2)cc1,-7,103,2,2,-5,-3,102,nt,-17
COC(=O)c1ccc(Cn2cc(C(F)(F)F)cc([N+](=O)[O-])c2=O)cc1,3,100,11,0,4,-2,107,5,6
O=S(=O)(NCCC1=CCCCC1)c1ccc(F)cc1,-1,105,-16,2,1,7,104,2,13
COc1ccc(-c2nc3n(c(=O)c2C#N)CCS3)cc1OC,14,89,2,5,2,-8,101,-2,8
Cc1oc(-c2ccccc2Cl)[n+]([O-])c1C,9,102,-6,2,-5,9,102,3,5
COc1cc(NC(=O)c2ccccc2)c(OC)cc1NC(=O)CSc1[nH]c(=O)cc(C)c1C#N,40,91,-10,3,7,0,91,-1,14
O=C(c1ccc(OC2CCN(Cc3ccccn3)CC2)cc1)N1CCCC(O)C1 (stereo not given),-13,105,-4,-2,4,6,98,4,2
